# Compound activity: PubChem, several laboratories
# DNMT1 inh = human DNMT1 methyltransferase inhibitors, primary screen, biochemical, molecular beacon, fluorescence, HinP1I cleavage, uHTS | DNA (cytosine-5)-methyltransferase 1 (Homo sapiens), P26358 | inhibition (reported as % activation of signal), % at 10 µM | 360,000 compounds, 0.83% hits | AID 588458, 2011; in the data active = inhibition above about 50%
# TbMetRS inhib = T. brucei MetRS inhibitors, primary screen, biochemical, luminescence; inhibition, % at 11.9 µM; methionyl-tRNA synthetase (Trypanosoma brucei brucei); 360,000 compounds, 0.4% hits; purified T. brucei MetRS, ATP depletion, Kinase-Glo luminescence;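 active = inhibition above a per-plate cutoff of the control wells' mean inhibition plus 3 SD, cut at about 5.5% in these data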;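 also: 0% = DMSO wells median and 100% = median of wells with control inhibitor compound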
#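 assay system = parasite MetRS enzyme | timing = 15 min preincubation, 2 h reaction, all 25 °C | evaluation = percent inhibition relative to median high and low control wells | medium = HEPES buffer containing pyrophosphatase, BSA, spermine, DTT | compound = single dose, 11.9 µM final nominal, 0.9% final DMSO | detection = Kinase-Glo luminescence, ATP depletion format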
# CSN deneddyl inh = inhibitors of CSN-mediated cullin deneddylation, primary screen, biochemical, fluorescence polarization, uHTS. COP9 signalosome complex subunit 5 (Homo sapiens), Q92905. Purified CSN, SCF-Nedd8-OG deneddylation. inhibition, % at 12.5 µM. 360,000 compounds, 0.38% hits. AID 651999, 2013;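 active = pattern-corrected inhibition above about 35%, with an unprinted fluorescence ratio check between 0.5 and 1.5, limit read from the data, passing the limit was not always enough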;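 also: 0% = enzyme with substrate and 100% = substrate without enzyme; some results filed as inactive read as strong as hits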
# Target sequence (Q92905 whole entry, looked up, one chain of several): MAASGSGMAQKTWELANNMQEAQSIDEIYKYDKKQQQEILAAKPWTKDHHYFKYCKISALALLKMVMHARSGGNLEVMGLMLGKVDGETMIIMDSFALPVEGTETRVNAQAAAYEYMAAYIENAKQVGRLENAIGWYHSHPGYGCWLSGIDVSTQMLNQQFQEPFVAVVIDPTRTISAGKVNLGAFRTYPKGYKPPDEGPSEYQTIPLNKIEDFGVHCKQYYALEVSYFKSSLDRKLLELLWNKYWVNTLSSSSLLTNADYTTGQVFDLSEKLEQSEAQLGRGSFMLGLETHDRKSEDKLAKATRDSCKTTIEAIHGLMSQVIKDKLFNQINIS
#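 Test system: Human Csn5 produced in HEK293T cells | Compound: 12.5 µM single point | Times: 90 min, room temperature | Signal: Fluorescence polarization readout | Read-out basis: % inhibition of substrate cleavage by Csn5 | Controls: no-enzyme wells high, enzyme-with-substrate wells low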
# MsrA inhibitor = bovine MsrA enzyme inhibitors, primary screen, biochemical, absorbance, HTS | 360,000 compounds, 0.75% hits | inhibition, % at 15.5 µM | purified bovine MsrA, absorbance read-out; in the data active = inhibition above about 4.5%;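 also: 0% = vehicle wells with enzyme and 100% = reference inhibitor wells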
# STEP inh = STEP phosphatase inhibitors, primary screen, biochemical, fluorescence intensity, uHTS; Tyrosine-protein phosphatase non-receptor type 5 (Homo sapiens), P54829; recombinant STEP, OMFP fluorogenic substrate; inhibition, % at 20 µM; 360,000 compounds, 0.25% hits; AID 588621, 2011;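 active = inhibition at 20 µM, scaled per plate between control wells, above about 37%, limit read from the data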;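 also: 0% = DMSO with enzyme and substrate and 100% = substrate only without enzyme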
#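 material = STEP tyrosine phosphatase | reagent = fluorogenic phosphatase substrate OMFP at 25 µM final | doses = single compound dose of 20 µM, 1% DMSO final | schedule = 20 min reaction, room temperature, in the dark | measured by = fluorescence, 480/540 nm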
# NadD inh = inhibitors of S. aureus NadD, primary screen, biochemical, colorimetric, uHTS; Nicotinate-nucleotide adenylyltransferase NadD (Staphylococcus aureus N315); purified NadD enzyme, colorimetric absorbance read-out; inhibition, % at 20 µM; 360,000 compounds, 0.78% hits; AID 602399, 2012; in the data active = inhibition above about 26%; also: some compounds past the cut are filed as inactive
# LMPTP inh = LMPTP phosphatase inhibitors, primary screen, biochemical, fluorescence intensity, uHTS | Low molecular weight phosphotyrosine protein phosphatase (Homo sapiens), P24666 | recombinant LMPTP-A, OMFP fluorogenic substrate | inhibition, % at 20 µM | 360,000 compounds, 0.22% hits | AID 651560, 2012;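 active = compounds that cut the enzyme signal by at least half of the control window in the single-dose screen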;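 also: plate controls were DMSO wells with enzyme plus substrate for no effect and substrate without enzyme for full effect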
# Target sequence (P24666 whole entry, looked up): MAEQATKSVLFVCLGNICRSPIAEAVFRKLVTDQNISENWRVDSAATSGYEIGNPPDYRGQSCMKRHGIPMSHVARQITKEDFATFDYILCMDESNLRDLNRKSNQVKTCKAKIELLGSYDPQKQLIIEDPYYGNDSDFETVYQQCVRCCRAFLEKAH
#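 Test system: LMPTP-A, protein tyrosine phosphatase of low molecular weight; Input: 0.625 nM enzyme; Incubation: 50 min dark incubation at room temperature; Signal: endpoint fluorescence intensity from OMFP dephosphorylation; Read-out basis: % inhibition versus control wells.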
# Rpn11 inh = Rpn11 (PSMD14) deubiquitinase inhibitors, primary screen, biochemical, fluorescence polarization, uHTS | 26S proteasome non-ATPase regulatory subunit 14 (Homo sapiens), O00487 | human 26S proteasome, Ub4-pepOG fluorescence polarization; 20S core pre-blocked with epoxomicin | calls only at 20 µM | 360,000 compounds, 0.59% hits;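 active = inhibition at 20 µM, scaled to each plate's controls, above about 33%, limit read from the data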
# Target sequence (O00487 whole entry, looked up): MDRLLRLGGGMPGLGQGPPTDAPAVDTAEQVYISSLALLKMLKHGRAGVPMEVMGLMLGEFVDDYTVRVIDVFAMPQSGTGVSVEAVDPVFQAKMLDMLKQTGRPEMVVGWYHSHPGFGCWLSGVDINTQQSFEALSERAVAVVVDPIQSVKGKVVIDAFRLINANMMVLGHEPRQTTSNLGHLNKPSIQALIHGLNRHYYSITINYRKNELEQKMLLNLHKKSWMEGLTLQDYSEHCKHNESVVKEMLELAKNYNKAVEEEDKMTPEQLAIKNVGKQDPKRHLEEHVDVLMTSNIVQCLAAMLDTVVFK
# Scp-1 inhibitor = Scp-1 phosphatase inhibitors, primary screen, biochemical, colorimetric, uHTS. Recombinant Scp1, phosphopeptide, malachite green phosphate absorbance. AID 493091, 2011. inhibition, % at 20 µM. 340,000 compounds, 0.88% hits. Carboxy-terminal domain RNA polymerase II polypeptide A small phosphatase 1 (Homo …;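 active = inhibition above about 50% at 20 µM, limit read from the data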;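 also: plate controls were DMSO wells with enzyme for no effect and wells lacking enzyme for full effect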
#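 Test system: SCP-1 catalytic domain; Buffer or medium: Acidic Tris acetate buffer with magnesium and detergent; Also added: Phosphorylated 17-residue peptide substrate; Compound: single 20 µM dose, 1% DMSO; Schedule: enzyme reaction 45 min at room temperature, colour 5 min, stabilisation 30 min; Signal: Phosphate-binding colour reagent, absorbance read at 630 nm.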
# SUMO1-SIM PPI = modulators of SUMO1 protein-protein interactions, primary screen, biochemical, uHTS; Small ubiquitin-related modifier 1 (Homo sapiens), P63165; SUMO1 binding to a labelled peptide, TR-FRET, 1 h; inhibition, % at 20 µM; 360,000 compounds, 0.33% hits; AID 602429, 2012; in the data active = inhibition above about 37%
# Target sequence (P63165 whole entry, looked up): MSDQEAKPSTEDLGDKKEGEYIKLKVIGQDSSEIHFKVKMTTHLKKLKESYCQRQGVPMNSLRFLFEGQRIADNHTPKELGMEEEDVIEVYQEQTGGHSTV
# An asterisk follows results filed as active; i = inactive; / = not tested or not shown; + = active, no number. Compounds as they come. About 3.9% of those tested had a hit in this group.
SMILES,DNMT1 inh,TbMetRS inhib,CSN deneddyl inh,MsrA inhibitor,STEP inh,NadD inh,LMPTP inh,Rpn11 inh,Scp-1 inhibitor,SUMO1-SIM PPI
C1=CN2CCC1C(c1ccccc1)C2 (stereo not drawn),9,-1.8,3,1.2,-3,0,-0.9,i,-2,1
COc1ccc2[nH]c3c(c2c1)CCN1C(=O)C(CC(=O)NCCN2CCOCC2)C[C@H](C(=O)N2CCOCC2)[C@@]31C (stereo partly drawn),2,-2.3,-4,0.8,-4,-5,-7.6,i,-1,2
CC(C)(C)OC(=O)N1CCC(CNC(=O)c2ccc(F)cc2)CC1,1,-0.4,4,1.0,-2,-2,-0.1,i,-13,2
Cc1ccc(S(=O)(=O)CCC(=O)OCC(=O)NC(N)=O)cc1,1,-0.3,-3,0.3,-1,-1,-1.3,i,-7,0
Cc1n[nH]c(=S)n(NC(=O)/C=C/C(=O)Nn2c(=S)[nH]nc(C)c2=O)c1=O,34,-0.3,19,2.0,6,-18,1.5,i,21,67*
CC(C)C1C(=O)N(Cc2cn(Cc3ccco3)nn2)CCS(=O)(=O)N1Cc1ccc(-c2ccc(Cl)c(Cl)c2)cc1 (stereo not drawn),-16,-0.7,-1,-1.6,-2,7,3.3,i,/,2
CCN(CC)C(=O)CCC(=O)Nc1ccc(C(=O)OC)cc1,3,-1.5,-2,-1.4,0,-22,-2.1,i,-2,-2
COC(=O)c1nc(-n2nc(C)cc2C)ccc1Cl,5,-1.6,3,0.1,-3,-2,0.2,i,7,-1
CCOC(=O)C1(Cc2cccc(F)c2)CCN(C(=O)Cc2cccnc2)CC1,8,-1.0,2,-0.1,-2,0,-1.2,i,-3,-1
CCOC(=O)c1ccc(Nc2c(CC)c(C)nc3ncnn23)cc1,5,-0.2,6,3.5,-2,-3,-0.7,i,3,2
O=C(NC(=S)Nc1cc(Cl)ccc1N1CCOCC1)c1ccc(-c2cccc(Cl)c2)o1,15,-0.7,0,-0.5,-1,-2,1.4,i,-4,-1
Cc1cc(NC(=O)CSCc2nc(-c3cccc(F)c3)oc2C)no1,-4,-0.2,-1,-0.2,-3,-8,-0.8,i,-3,0
CCOc1ccccc1NC(=O)CN1C(=O)C(=O)N(Cc2ccco2)C1=O,0,-0.3,0,-1.1,0,5,-0.7,i,-5,-2
COc1cc(C(F)(F)F)c(C(=O)N(C)Cc2cc(Cl)cc(Cl)c2)cn1,1,-0.6,-3,-0.9,0,-7,1.1,i,-7,11
O=C(NCCN1CCCC1=O)C1CCC(=O)N(CCc2ccc(Cl)cc2)C1 (stereo not drawn),4,-0.5,-3,-1.3,0,-4,-0.9,i,1,2
COc1cccc(-c2csc(NNC(=O)c3cccs3)n2)c1,-3,-1.0,2,-0.3,1,0,0.2,i,1,-1
c1ccc2cc(CCCc3cc4ccccc4cn3)ncc2c1,-2,-0.2,5,-0.9,0,-7,0.4,i,-3,-15
NC(=O)CSc1nc2sc(-c3ccccc3)cc2c(=O)n1N,0,0.7,3,2.5,2,-7,-0.5,i,3,-13
CCC(=O)Nc1ccc2c(c1)ncn2-c1ccccc1,1,0.1,4,-0.5,1,1,-0.5,i,-5,5
CCOc1ccc(-c2nnc(-c3ccncc3)o2)cc1OCC,1,-0.4,1,4.9*,-1,0,-1.1,i,-10,-1
CCN(CC)c1ccc(NC(=O)CSc2nc3nc(C)cc(C)c3c(=O)[nH]2)cc1,-5,0.2,-2,1.1,1,8,-2.2,i,-3,11
CC(C)N1CCC1(C)C(=O)Nc1ccc2scnc2c1 (stereo not drawn),0,-0.3,2,-1.0,-3,-3,0.6,i,/,-2
O=C(CSc1nnc(Cc2cc(=O)[nH]c(=O)[nH]2)n1-c1ccc(F)cc1)N1CCCCC1,1,0.6,-1,0.1,-3,-1,-1.7,i,-4,-1
Cc1ccc(C(=O)N2CC(=O)Nc3ccc(F)cc3C2c2ccccc2)cc1[N+](=O)[O-] (stereo not drawn),7,-1.0,-8,-0.2,1,-2,-2.0,i,-9,-8
COc1ccc(CC(=O)Nc2cc3oc4ccccc4c3cc2OC)cc1,-10,0.2,2,1.3,7,-6,5.8,i,-16,2
Nc1cc2nc[nH]c2cc1N,-23,6.3*,-2,-0.5,19,39*,16,+,3,34
C[C@H](NC(=O)C1CCN(S(=O)(=O)c2ccccc2)CC1)C(=O)NC1CC1,1,-0.5,-2,-0.1,-1,-3,-1.2,i,/,-2
CC(C)C[C@H]1CN=C(Nc2ccccc2)N1CCCC1CCCCC1,22,-0.4,-1,-1.1,3,-6,-1.9,i,0,-4
O=C(C1COc2ccccc2O1)N1CCN(c2ccccc2O)CC1 (stereo not drawn),-9,-0.6,4,0.0,-2,1,1.4,i,-10,-1
CCCCCCNC(=O)c1c(O)c2cccc3c2n(c1=O)CCC3,2,-1.0,-7,-0.6,4,1,1.4,i,-15,1
CCCCn1[nH]c(-c2ccccc2)cc1=O,-6,-1.1,-14,0.2,-4,-5,0.6,i,-3,-1
COc1cccc(OCc2cc(C(=O)N(C)C3CCOCC3)no2)c1,-1,-0.3,-2,-0.4,-2,2,-0.1,i,1,2
COC(=O)CN1C(=O)COc2ccc(S(=O)(=O)N3CCCC3)cc21,0,-0.4,0,-0.1,0,-1,-1.6,i,-1,4
COC(=O)c1c(C)[nH]c(C(=O)C(C)OC(=O)c2c(C)noc2C)c1C (stereo not drawn),1,-0.5,-2,0.0,0,1,0.6,i,-5,-1
Cc1nc2ccccc2c(=O)n1/N=C/c1cn(-c2ccccc2)nc1-c1cccs1,-5,-0.4,3,14*,0,-6,5.3,i,-9,-2
O=C(NCc1ccco1)C1CN(S(=O)(=O)c2ccccc2)CCN1S(=O)(=O)c1ccccc1 (stereo not drawn),4,0.0,3,-0.1,3,-3,-6.7,i,-7,3
COc1ccc(CCN2CC(C#N)=C3c4cc(OC)c(OC)cc4CCN3C2)cc1OC,-10,0.1,-1,2.8,2,2,-0.8,i,-12,-6
CCn1nc(C)c(NC(=O)/C=C/c2cnn(C)c2)c1C,5,-0.2,-5,-0.1,1,-1,-0.9,i,-1,1
COc1ccc(NC(=S)NNC(=O)c2ccc(S(=O)(=O)N3CCOCC3)cc2)cc1,0,-0.4,-15,1.8,0,2,-2.3,i,-1,-1
O=C1/C(=C/c2ccccn2)SC(=S)N1c1cccc(O)c1,-4,0.2,-3,0.2,5,-6,-0.3,i,-4,-10
Cc1nc(N2CCOCC2)c2c(C)c(C(=O)Nc3ccccc3Cl)sc2n1,1,0.1,0,-0.7,1,0,1.6,i,51*,1
CCCOC(=O)C1[C@H]2C(=O)N(CCCOC)C[C@]23C=C[C@H]1O3 (stereo partly drawn),-2,-0.4,-5,0.7,-3,-4,0.3,i,-1,0
O=c1c2sc(-c3ccccc3)cc2nc2n1CCCCC2,2,-0.3,112,1.1,1,-5,2.1,i,-4,-15
CC(C)C[C@@H](CN1CCCC1CN1C(=S)NC[C@@H]1Cc1ccc(O)cc1)N1C[C@H](Cc2ccccc2)N(CC2CCCCC2)C1=S (stereo partly drawn),-8,0.4,6,-0.5,4,28,4.6,i,27,7
COc1cc(C(=O)Nc2ccc(Cl)c(C(F)(F)F)c2)cc(OC)c1OC,4,0.2,6,0.3,0,-3,4.6,i,-10,0

# An excerpt from above, reduced to MsrA inhibitor, SUMO1-SIM PPI and Rpn11 inh.
SMILES,MsrA inhibitor,SUMO1-SIM PPI,Rpn11 inh
COc1cccc(-c2csc(NNC(=O)c3cccs3)n2)c1,-0.3,-1,i
c1ccc2cc(CCCc3cc4ccccc4cn3)ncc2c1,-0.9,-15,i
NC(=O)CSc1nc2sc(-c3ccccc3)cc2c(=O)n1N,2.5,-13,i
CCC(=O)Nc1ccc2c(c1)ncn2-c1ccccc1,-0.5,5,i

# New compounds follow:
SMILES,DNMT1 inh,TbMetRS inhib,CSN deneddyl inh,MsrA inhibitor,STEP inh,NadD inh,LMPTP inh,Rpn11 inh,Scp-1 inhibitor,SUMO1-SIM PPI
CC(C)Oc1ccccc1-c1nc(SCC(=O)O)n[nH]1,3,-1.0,-1,-1.0,-5,-1,1.7,i,5,0
CCOc1ccc(-n2c(=O)c3sccc3n(Cc3ccc(C)cc3)c2=O)cc1,1,0.0,-2,0.8,-3,-5,-1.1,i,-6,-4
C=C(C)CN(CC)c1nc(N)c2c(N)nc3c(c2c1C#N)CC(=O)N3C12CC3CC(CC(C3)C1)C2,-19,-0.1,19,0.0,13,35*,9.7,i,8,17
Cc1nn(C)cc1C(C(=O)NC1CCCCC1)N(C(=O)Cn1nnc2ccccc21)c1ccc(F)cc1 (stereo not drawn),0,-0.2,-8,-0.7,-2,1,-0.6,i,-3,-1
Fc1ccc(NC(=S)NCCc2ccc(Cl)cc2)cc1,3,0.2,-13,-0.1,-2,0,0.1,i,42,1
COc1ccc(-c2noc(-c3cccs3)n2)cc1OC,-1,1.2,1,-1.9,-3,-5,1.3,i,-7,3
Cc1c(Cl)ccc2c(C(O)CBr)cc(-c3ccccc3)nc12 (stereo not drawn),-5,0.0,5,1.1,0,1,2.6,i,-2,-1
COc1ccc(N2CCC(CNC(=O)Nc3ccccc3)C2)cc1 (stereo not drawn),-12,4.5,5,1.5,-1,14,0.4,i,-4,-11
